SRC3 TRFRET art – TR-FRET detection interference compounds, artefact control for PPARgamma SRC-3 recruitment agonists, biochemical, TR-FRET ratio | AID 1048, 2008 | TR-FRET ratio at 8 µM | TR-FRET artefact counter-screen, PPARgamma/SRC-3 format; active compounds read high | hit rate 0.39% among 99,000; in the data active = TR-FRET ratio above about 2000; also: inactives centre near 1600
SRC1 TRFRET art – TR-FRET detection interference compounds, primary screen, artefact control for PPARgamma SRC-1 recruitment agonists, biochemical, TR-FRET emission ratio; AID 1051, 2008; TR-FRET ratio at 8 µM; hit rate 0.34% among 99,000; TR-FRET detection artefact counter-screen; active compounds read high; in the data active = TR-FRET ratio above about 2300; also: inactives centre near 1800
Numbers without * were called inactive. These rows are one share of the data; count on the stated rates, not on these rows.

Results follow in this order: SRC3 TRFRET art | SRC1 TRFRET art
> CCN(c1ccc(NC(=O)COC(=O)CCc2nc3ccccc3n2-c2ccccc2)cc1)C(C)C
 : 1554 | 1769
> O=C(NCc1ccc(Cl)s1)c1cc(COc2c(F)cccc2F)on1
 : 1660 | 1886
> Cc1c(Oc2ccc(C(F)(F)F)cc2[N+](=O)[O-])ccc2c3c(c(=O)oc12)CCC3
 : 1622 | 1804
> COC(=O)CC1C(=O)NCCN1C(=O)CSc1nc2ccc([N+](=O)[O-])cc2s1 (stereo not drawn)
 : 1645 | 1718
> Cc1ccc(-c2csc3nc(C)n(-n4cccc4)c(=O)c23)o1
 : 1625 | 2101
> O=C(/C=C/Nc1ccc([N+](=O)[O-])cc1Br)c1cccc2ccccc12
 : 1455 | 2266
> CCOc1ccc(C(C)C)cc1S(=O)(=O)n1ccnc1C
 : 1616 | 2025
> COc1cccc(NC(=O)/C=C/c2ccccc2[N+](=O)[O-])c1
 : 1466 | 1982
> CC(C)C(=O)Nc1ccc(NC(=O)c2cccs2)cn1
 : 1584 | 1912
> O=C(COC(=O)c1ccc(NS(=O)(=O)c2cccs2)cc1)Nc1nc2c(F)c(F)c(F)cc2s1
 : 1683 | 1965
> O=C1N=C(N2CCN(c3ccccc3)CC2)SC1Cc1ccccc1 (stereo not drawn)
 : 1680 | 1866
> CCOc1ccc(S(=O)(=O)NC(Cc2cnc[nH]2)C(=O)O)cc1 (stereo not drawn)
 : 1619 | 1632
> Cc1cc(=O)[nH]c(N/N=C/c2ccccn2)n1
 : 1432 | 1605
> O=C(Nc1ccccc1N1CCOCC1)c1ccc2c(c1)OCO2
 : 1467 | 1672
> CCCCNc1c(N)n(CC(C)C)c(=O)[nH]c1=O
 : 1716 | 1839
> O=c1c2cc(Cl)ccc2[nH]c(=S)n1Cc1cccs1
 : 1699 | 1956
> COc1ccc2nc3ccccc3nc2c1NC(=O)c1ccc(Cl)cc1Cl
 : 1487 | 1519
> CS(=O)(=O)N(CC(=O)NN=C1CCCCCC1)c1ccc(Oc2ccccc2)cc1
 : 1649 | 1816
> CCN1C(=O)/C(=C/c2ccc(C)o2)N(C)C1=S
 : 1591 | 1452
> Cc1cc(C)c2c(c1)[C@@H]1C=CC[C@@H]1[C@H](c1ccc(S(=O)(=O)N3CCOCC3)cc1)N2
 : 1787 | 1775
> O=C(CNC(=S)N(Cc1ccccc1)Cc1cccnc1)NCCc1ccccc1
 : 1385 | 1595
> CC(/C=N/NC(=O)c1cc(-c2ccc(C)s2)[nH]n1)=C\c1ccccc1
 : 1644 | 1896
> O=C(C[n+]1ccc(/C=N/O)cc1)NC1CCCCC1
 : 1672 | 1868
> CCOC(=O)c1ccccc1NC(=O)c1n[nH]c(=O)c2ccccc12
 : 1668 | 1887
> CN(C)C(=O)c1cccn(Cc2cccc(C(F)(F)F)c2)c1=O
 : 1690 | 1756
> CCOC(=O)C1=C(N)N(c2cc(S(=O)(=O)N3CCOCC3)ccc2Cl)C(=O)C1
 : 1521 | 1699
> CCc1nnc(NC(=O)C2CCCCN2S(=O)(=O)c2ccccc2)s1 (stereo not drawn)
 : 1578 | 1788
> CCOC(=O)c1cc2c(=O)n3ccccc3nc2n(Cc2ccco2)c1=NC(=O)c1ccc(OC)cc1
 : 1576 | 1910
> Cc1ccccc1NC(=O)C1CC(=O)N(Cc2ccccc2)C1 (stereo not drawn)
 : 1574 | 1638
> CN(C)S(=O)(=O)c1ccc(C(=O)OCC(=O)NCc2ccco2)cc1
 : 1381 | 1942
> C/C=C/c1cc(CN2CCN(c3ccc(OC)cc3)CC2)c(O)c(OC)c1
 : 1697 | 2091
> CCOC(=O)c1ccccc1NC(=O)CSc1nncn1C
 : 1322 | 1514
> Cc1cc(C)n(CC(=O)n2c3c(c4ccccc42)CCCC3)n1
 : 1383 | 1814
> O=C(CSC1CC(=O)N(CCc2ccccc2)C1=O)Nc1cccc(Cl)c1 (stereo not drawn)
 : 1672 | 1626
> CCOC(=O)NC(=O)CSc1nc2ccc(C)cc2[nH]1
 : 1384 | 1663
> COc1ccc(S(=O)(=O)CCC(=O)N2CC(=O)N(CCc3ccccc3)C(=O)C2)cc1
 : 1662 | 1686
> COc1ccc(C2CC(c3ccc4ccccc4c3OC(C)=O)=NN2C(=O)/C=C/c2ccccc2)cc1 (stereo not drawn)
 : 1652 | 1922
> Cc1ccc(S(=O)(=O)NC2(C(F)(F)F)C(=O)Nc3c2c(=O)[nH]c(=O)n3-c2ccccc2)cc1 (stereo not drawn)
 : 1610 | 1948
> O=C(COc1cccc(NC(=O)c2cccs2)c1)c1ccc(F)cc1
 : 1658 | 1678
> Cc1ccc(NC(=O)COC(=O)Cn2cnc3ccccc32)c([N+](=O)[O-])c1
 : 1421 | 1654

Another view of part of the listing above.
> CCOC(=O)C1=C(N)N(c2cc(S(=O)(=O)N3CCOCC3)ccc2Cl)C(=O)C1
  SRC3 TRFRET art: 1521	SRC1 TRFRET art: 1699
> CCc1nnc(NC(=O)C2CCCCN2S(=O)(=O)c2ccccc2)s1 (stereo not drawn)
  SRC3 TRFRET art: 1578	SRC1 TRFRET art: 1788
> CCOC(=O)c1cc2c(=O)n3ccccc3nc2n(Cc2ccco2)c1=NC(=O)c1ccc(OC)cc1
  SRC3 TRFRET art: 1576	SRC1 TRFRET art: 1910
> Cc1ccccc1NC(=O)C1CC(=O)N(Cc2ccccc2)C1 (stereo not drawn)
  SRC3 TRFRET art: 1574	SRC1 TRFRET art: 1638

Next part
Results follow in this order: SRC3 TRFRET art | SRC1 TRFRET art
> O=C(CCl)Nc1ccc(-c2ccccc2)cc1
 : 1386 | 1754
> CCOC(=O)C1=C(C)NC(=O)NC1c1ccc(-c2ccccc2F)o1 (stereo not drawn)
 : 1662 | 1977
> O=c1c(Cl)c(Cl)cnn1Cc1nnc(-c2ccc(Cl)cc2)o1
 : 1420 | 1907
> COc1ccc(/C=C2\CCCC3C2=NN(C(=O)CSc2n[nH]c(N)n2)C3c2ccc(OC)cc2)cc1 (stereo not drawn)
 : 1548 | 1825
> CN(C)S(=O)(=O)c1cccc(NC(=S)NCCCn2ccnc2)c1
 : 1566 | 1710
> O=C(CC1S/C(=N/N=C/c2c[nH]c3ccc(OCc4ccccc4)cc23)NC1=O)Nc1ccccc1 (stereo not drawn)
 : 1598 | 2022
> Cc1ccc(OCC(=O)N2CCOCC2)cc1C
 : 1480 | 1731
> Cc1cccc(C(=O)NCC(c2ccc(F)cc2)N2CCOCC2)c1 (stereo not drawn)
 : 1705 | 1817
> COCCNC(=O)c1cc(S(=O)(=O)N2CCOCC2)ccc1SCc1cccc(OC)c1OC
 : 1536 | 1790
> CCN1CCC2(CC1)N=C(c1ccc(F)cc1)C(=S)N2
 : 1803 | 1797
> CCOC(=O)Cn1nc(C)n(-c2ccc(F)cc2)c1=O
 : 1507 | 1617
> Cn1c(N)c(C(=O)COC(=O)c2cc(C3CC3)nc3ccccc23)c(=O)n(C)c1=O
 : 1482 | 1719
> COC(=O)c1cc(NC(=O)c2ccc(C)cc2)c(=O)oc1C
 : 1611 | 1804
> O=C(N/N=C1/CCc2ccccc21)C1CC1
 : 1475 | 1785
> Cc1c(C(=O)N2CCc3ccccc32)oc2ccccc12
 : 1423 | 1800
> O=C(CCCCl)OCc1cn(-c2ccc(Cl)cc2)nn1
 : 1763 | 1873
> O=C(CCc1c[nH]c2ccccc12)N=Nc1c(O)[nH]c2ccccc12
 : 1631 | 1937
> O=C(NCc1ccccc1Cl)C1CCCN(c2nc3ccsc3c(=O)s2)C1 (stereo not drawn)
 : 1452 | 1881
> Cc1ccnc(SCc2cn3c(C)cc(C)nc3n2)n1
 : 1652 | 1610
> Cc1cccc(S(=O)(=O)NCCC(=O)OCC(=O)Nc2ccc(C#N)cc2)c1
 : 1684 | 1805
> O=C(N=C1c2ccccc2CN1c1ccc(F)cc1)c1ccc(Cl)nc1
 : 1494 | 1908
> [S-]C(=Nc1ccc(Cl)cc1)N[n+]1ccccc1
 : 1725 | 1743
> Cc1ccccc1S(=O)(=O)/N=C(/Nc1c(C)n(C)n(-c2ccccc2)c1=O)c1ccccc1
 : 1462 | 1469
> O=C(CCCSc1ccccc1)Nc1nc(-c2ccco2)c(-c2ccco2)s1
 : 1793 | 2118
> Cc1cc(OCC(=O)N2CCCC2)ccc1Cl
 : 1527 | 1704
> C(=N\NC1=Nc2cccc3cccc1c23)/c1ccccc1
 : 1576 | 1804
> CCCc1nc(SCC(=O)Nc2ccccc2OC)c2c(=O)n(C)c(=O)n(C)c2n1
 : 1680 | 1794
> COc1cccc(C=NCC(C)N=Cc2cccc(OC)c2O)c1O (stereo not drawn)
 : 1564 | 1811
> CC(SCc1ccccc1)C(=O)NCc1ccccn1 (stereo not drawn)
 : 1465 | 1704
> O=c1[nH]c2ccccc2c(O)c1-c1ccccc1[N+](=O)[O-]
 : 1457 | 1897
> OCC1(CCc2ccccc2)CCN(Cc2ccc(OC(F)F)cc2)CC1
 : 1535 | 1998
> O=C(O)[C@@H]1[C@@H]2C[C@@H]2CN1c1ncccc1[N+](=O)[O-]
 : 1663 | 1846
> CC1(C)CC(=O)C2=C(C1)OC1OC(=O)CC21C (stereo not drawn)
 : 1528 | 1790
> COCCNC(=S)Nc1ccccc1Cc1ccccc1
 : 1419 | 1706
> Cc1cc(N/N=C/c2cccc(Cl)c2)nc(NCc2ccccc2)n1
 : 1397 | 1741
> COc1ccc([C@@H]2C[C@H]3CN(c4ccccc4)C(=O)[C@]34CCCN24)c(OC)c1OC
 : 1509 | 1647
> COC(=O)C1C2C=CC3(CN(c4ccc(Cl)c(F)c4)C(=O)C13)O2 (stereo not drawn)
 : 1440 | 1739
> C=C1C(=O)[C@@]23[C@H](O)C[C@@H]4C(C)(C)CC[C@H](O)[C@]4(C)[C@@H]2C[C@H](O)[C@@H]1[C@H]3O
 : 1492 | 1571
> CC(NC=C1C(=O)OC(C)(C)OC1=O)C(=O)O (stereo not drawn)
 : 1361 | 1407
> COc1cc(CC(=O)Nc2cccc(C(F)(F)F)c2)cc(OC)c1OC
 : 1755 | 1808
> CC(=O)Nc1ccc(-c2csc(NC(=O)C3CCN(S(=O)(=O)c4cccs4)CC3)n2)cc1
 : 1596 | 2079
> COc1ccccc1N1CC(C)C(=O)NC1=S (stereo not drawn)
 : 1679 | 1556
> CC(=O)Nc1ccc(S(=O)(=O)N(CCc2ccccc2)CC(=O)N/N=C/c2ccc(C(=O)O)cc2)cc1
 : 1404 | 1545
> Cc1ccc(NS(=O)(=O)c2ccc(C(=O)OCC(=O)NCC3CCCO3)cc2)cc1 (stereo not drawn)
 : 1541 | 2069
> COc1ccc(C(=O)NC(=S)Nc2ccccc2[N+](=O)[O-])cc1OC
 : 1622 | 1944
> COC(=O)c1ccc(NC(=S)NCCc2ccc(OC)cc2)cc1
 : 1535 | 1904
> CCN1CCC(NC(=O)Nc2cc(Cl)ccc2OC)CC1
 : 1516 | 1782
> COc1ccccc1C(=O)c1cc2ccc(O)cc2oc1=O
 : 1453 | 1714
> COc1ccc(C)cc1N(C(=O)COc1ccccc1)c1nc2ccccc2s1
 : 1555 | 1574
> CC(C(=O)N1CCOCC1)N1C(=O)c2cccc3cccc(c23)C1=O (stereo not drawn)
 : 1726 | 2080
> COc1ccc(C(=O)C2CCCN(C(=O)Cc3c(C)noc3C)C2)cc1OC (stereo not drawn)
 : 1749 | 1717
> C[N+]1(CC2COC3(CCCCC3)O2)CCCC1 (stereo not drawn)
 : 1638 | 1629
> O=C(CC1C(=O)NCCN1Cc1cccc(Oc2ccccc2)c1)NCCn1cccn1 (stereo not drawn)
 : 1702 | 2030
> N#CC(c1ccccc1)c1ccc(=O)[nH]n1 (stereo not drawn)
 : 1637 | 1454
> COc1ccc(NCc2nc3ccccc3n2CCOc2ccc(C)cc2)cc1
 : 1568 | 2071
> Cc1cccc(NC(=O)Nc2cnccn2)c1
 : 1663 | 1911
> CCN=C1S/C(=C\c2sccc2C)C(=O)N1CC
 : 1495 | 1762
> Cc1cc(C)n(CC(=O)Nc2cccc(C(F)(F)F)c2)n1
 : 1403 | 1725
> CCc1nnc(NC(=O)C2Cc3ccccc3CN2S(=O)(=O)CC)s1 (stereo not drawn)
 : 1669 | 1918
> COc1ccccc1NC(=O)Cn1nnc(-c2ccccc2NS(=O)(=O)c2ccccc2)n1
 : 1620 | 1822

New compounds follow:
Results follow in this order: SRC3 TRFRET art | SRC1 TRFRET art
> O=C(NCCN1CCc2ccccc2C1)Nc1ccc(F)cc1
 : 1491 | 1989
> CCN(CC)S(=O)(=O)c1cc(NC(=O)COC(=O)c2ccc(NC(=O)CC#N)cc2)ccc1C
 : 1545 | 1730
> CC(C)c1ccc(NC(=S)NNC(=O)c2cccs2)cc1
 : 1670 | 1811
> O=C(CCS(=O)(=O)c1ccccc1)Nc1ccccc1F
 : 1711 | 1921
> Cc1ccc(C(=O)NN(CCC(=O)NC(C)(C)C)C2=NS(=O)(=O)c3ccccc32)cc1
 : 1551 | 1674
> CC12C=CC3(O1)C(C(=O)N1CCCOC13)C2C(=O)O (stereo not drawn)
 : 1703 | 1960
> Cc1ccnc(NC(c2ccsc2)c2ccc3ccc(C)nc3c2O)c1 (stereo not drawn)
 : 1528 | 1945
> CSc1cccc(CN2CCC(CO)(Cc3ccccc3)CC2)c1
 : 1499 | 1633
> O=C1ON=C(c2ccccc2)/C1=C/c1ccco1
 : 1551 | 1775
> CCC(C)NC(=O)c1ccccc1NC(=O)/C(=C/c1ccc(OC)cc1)c1ccccc1 (stereo not drawn)
 : 1561 | 1770
> O=C(Cn1c(=O)oc2cc(S(=O)(=O)N3CCCC3)ccc21)NC1CCCc2ccccc21 (stereo not drawn)
 : 1436 | 1575
> CCN(c1ccccc1)S(=O)(=O)c1ccc(Cl)c(NC(=O)Nc2ccc(Cl)cc2C#N)c1
 : 1595 | 1656
> Cn1cnc2cc(NCc3cccs3)ccc21
 : 1673 | 1796
> COc1ccc(C2CC(=O)C3=C(C2)Nc2ncnn2C3c2ccccc2C)c(OC)c1 (stereo not drawn)
 : 1763 | 1818
> COCCNS(=O)(=O)c1cc(C(=O)O)ccc1OC
 : 1481 | 1847
> CC1=[N+](C)N(c2ccccc2)C(=O)C1N=Cc1ccc(Cl)cc1 (stereo not drawn)
 : 1643 | 1789
> Fc1ccccc1OCCCCCN1CCCC1
 : 1429 | 1841
